MEKK3 PB1 HTS: modulators of MEKK3-MEK5 PB1 binding, primary screen, biochemical, wildtype MEKK3, multiplex bead flow cytometry, Alexa488-MEK5. bead-based flow cytometry, Alexa488-MEK5 binding to MEKK3; actives lie on both sides; 0 = blocked by unlabeled MEK5, 100 = vehicle. binding response (% of control), % at 10 µM. hit rate 1.4% among 290,000;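 active = binding response more than 3 SD above or below the average of its plate-row segment, actives on both sides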;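 note: Alexa488 bead fluorescence after subtracting the streptavidin-only scavenger bead signal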
OXTR agonist: human OXTR agonists, primary screen, fluorescence, CHO-OTR cells, Fluo-8 calcium. Oxytocin receptor (Homo sapiens), P30559. hit rate 0.32% among 320,000. Fluo-8 calcium fluorescence; normalized: DMSO 0%, oxytocin 100%. AID 2435, 2010. activation, % at 3 µM;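 active = activation above the mean of all tested compounds plus 3 SD, cutoff set per screening run, cut at about 20% in these data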;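 note: peak over basal fluorescence ratio from a 100 s FLIPR kinetic read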
Target sequence (P30559 whole entry, looked up): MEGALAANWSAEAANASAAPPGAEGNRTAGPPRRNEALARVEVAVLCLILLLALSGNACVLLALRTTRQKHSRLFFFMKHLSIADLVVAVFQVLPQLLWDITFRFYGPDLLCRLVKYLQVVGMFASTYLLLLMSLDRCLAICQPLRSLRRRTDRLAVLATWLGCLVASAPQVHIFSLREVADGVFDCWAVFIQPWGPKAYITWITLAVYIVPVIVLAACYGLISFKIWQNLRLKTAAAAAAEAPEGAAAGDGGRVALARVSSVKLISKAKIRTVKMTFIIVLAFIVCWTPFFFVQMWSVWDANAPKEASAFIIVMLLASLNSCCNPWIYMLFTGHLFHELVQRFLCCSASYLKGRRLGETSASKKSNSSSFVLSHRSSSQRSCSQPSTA
GalR3 antag: GalR3 antagonists in HEK293 cells, primary screen, cell-based, fluorescence readout; inhibition, % at 3 µM; AID 651719, 2012; Galanin receptor type 3 (Homo sapiens), O60755; hit rate 0.44% among 360,000; HEK293 GalR3-CNG cAMP membrane potential fluorescence; galR3 body fused to GalR1 C-terminus;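 active = inhibition above the screen-wide average plus 3 SD, cut at about 13% in these data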;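 note: forskolin and galanin both at EC90 stimulate the cells; cAMP rise reported by CNG channel membrane potential dye signal; 0% = forskolin plus galanin with DMSO and 100% = forskolin alone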
V1aR counter: agonists of human V1a receptor, primary screen, counter-screen for OXTR agonist project, fluorescence, CHO-V1R cells | Vasopressin V1a receptor (Homo sapiens), P37288 | Fluo-8 calcium fluorescence, agonist mode; 0% DMSO, 100% 3 nM vasopressin | activation, % at 3 µM | hit rate 0.25% among 320,000;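 active = activation above the mean activation of all tested compounds plus 3 SD, per screening run, cut at about 20% in these data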;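 note: signal is peak over basal fluorescence ratio across a 100 second FLIPR read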
MEKK2mut PB1 HTS: MEK5 binding signal on mutant MEKK2 PB1, primary screen, biochemical, multiplex bead flow cytometry, Alexa488-MEK5. Alexa488-MEK5 binding to MEKK2 mutant. percent response, % at 10 µM. hit rate 0.35% among 290,000. AID 1530, 2009; in the data active = percent response above about 24%, passing the limit was not always enough; note: inactives centre near 1; some results filed as inactive read as strong as hits; reference of the scale not given here
PHOSPHO1 inh: PubChem AID 1565; Phosphoethanolamine/phosphocholine phosphatase (Homo sapiens), Q8TCT1; recombinant PHOSPHO1, absorbance phosphatase assay; inhibition, % at 13.3 µM; hit rate 1.1% among 290,000; in the data active = inhibition above about 60%
Target sequence (Q8TCT1 whole entry, looked up): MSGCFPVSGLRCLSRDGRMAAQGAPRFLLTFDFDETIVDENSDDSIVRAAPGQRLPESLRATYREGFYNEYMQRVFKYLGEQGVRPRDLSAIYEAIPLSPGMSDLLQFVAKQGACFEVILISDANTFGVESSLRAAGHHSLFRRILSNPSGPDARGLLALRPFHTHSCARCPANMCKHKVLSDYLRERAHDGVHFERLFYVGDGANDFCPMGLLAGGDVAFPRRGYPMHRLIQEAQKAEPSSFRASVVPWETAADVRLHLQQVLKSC
MEKK2 WT-MEK5: modulators of MEK5 binding to wildtype MEKK2, primary screen, biochemical, multiplex bead flow cytometry, Alexa488-MEK5. Mitogen-activated protein kinase kinase kinase 2 (Homo sapiens), Q9Y2U5. Alexa488-MEK5 binding to MEKK2 WT; actives lie on both sides. binding response (% of control), % at 10 µM. hit rate 1.1% among 290,000. AID 1531, 2009; in the data active = binding response below about 67% or above about 130%
GPR7 antag: GPR7 receptor antagonists, primary screen, cell-based, fluorescence, single concentration; hit rate 1.1% among 290,000; AID 1861, 2009; GPR7-expressing cells, fluorescence antagonist assay; inhibition, % at 4.4 µM; Neuropeptides B/W receptor type 1 (Homo sapiens), P48145; in the data active = inhibition above about 16%, passing the limit was not always enough;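 note: cells stimulated with the agonist NPW; 0% = agonist with vehicle and 100% = vehicle without agonist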
Target sequence (P48145 whole entry, looked up): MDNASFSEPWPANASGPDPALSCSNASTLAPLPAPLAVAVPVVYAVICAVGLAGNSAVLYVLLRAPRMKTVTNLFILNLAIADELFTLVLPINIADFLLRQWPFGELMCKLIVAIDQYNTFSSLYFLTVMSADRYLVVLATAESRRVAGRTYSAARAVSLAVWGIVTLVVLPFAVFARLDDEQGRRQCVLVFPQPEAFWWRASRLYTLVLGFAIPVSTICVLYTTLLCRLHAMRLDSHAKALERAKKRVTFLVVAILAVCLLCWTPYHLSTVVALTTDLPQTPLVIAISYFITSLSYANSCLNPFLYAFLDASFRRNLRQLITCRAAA
NALP1 inh: NALP1 inflammasome inhibitors in reconstituted yeast, colorimetric, S. cerevisiae, triplicate retest; S. cerevisiae NALP1/ASC/caspase-1 growth, X-gal OD620, 72 h; inhibition, % at 10 µM; hit rate 0.61% among 280,000; AID 2071, 2009; in the data active = inhibition mostly above about 24%, no sharp cut-off; inactive = mostly below about 32%; note: some compounds called inactive have numbers as strong as hits
The depositor's hits bear a star; . = not tested or not shown. This is a random part of the collection; about 5.4% have a hit in one of these screens.

SMILES	MEKK3 PB1 HTS	OXTR agonist	GalR3 antag	V1aR counter	MEKK2mut PB1 HTS	PHOSPHO1 inh	MEKK2 WT-MEK5	GPR7 antag	NALP1 inh
O=C(CC(=O)N/N=C\c1ccc([N+](=O)[O-])cc1)NCCc1ccccc1	91	-0.2	-6	-0.2	-6	15	92	3	4
CCOC(=O)c1cnc2c(C)c(Cl)ccc2c1Nc1ccc(S(=O)(=O)Nc2ncccn2)cc1	108	-0.6	.	0.0	0	5	104	-5	23
O=C1CC(/C=C/c2ccccn2)=Nc2ccccc2N1	99	5.3	-7	1.2	-11	-7	81	-12	11
COC1CCN(C(=O)c2ccc3oc(Cc4ccc(Cl)cc4)nc3c2)CC1	93	4.3	-7	7.2	-2	50	98	-1	9
O=C(Nc1ccc2c(c1)OCO2)c1noc2c1CCCCC2	102	-1.2	-7	-0.5	4	-10	103	-16	16
COC(=O)[C@H](Cc1ccccc1)NC(=O)N1CCC(C)CC1	100	0.2	6	0.4	6	19	103	6	17
CC1(C)CC(=O)C=C(NCc2cccnc2)C1	104	1.0	-3	0.6	10	-2	107	-12	16
COc1cc(NCCC(=O)c2cccs2)c(OC)cc1Cl	101	-2.4	6	-1.0	1	-98	98	-3	9
CC(=O)Nc1c(O)nc(SCC(=O)Nc2nnc(SCc3ccccc3)s2)[nH]c1=O	103	-0.4	1	0.8	-1	42	99	-6	-1
CC(O)CNc1ncnc2cc(-c3ccc(F)cc3)sc12 (configuration not stated)	105	-1.8	-8	-1.5	8	23	109	3	11
CCCCC(=O)Nc1cccc(NC(=O)c2ccc(Br)o2)c1	94	0.4	-6	0.3	-4	-22	96	-4	2
NC(=O)COC(=O)Cc1coc2cc3c(cc12)CCC3	96	0.6	5	0.3	-18	4	91	-4	7
COc1ccc(OC)c(NC(=O)COC(=O)Cc2ccc(-c3ccccc3)cc2)c1	100	-0.1	-5	0.6	9	-1	104	5	28
O=C(c1ccc(Cl)cc1)c1nnc(-c2ccncc2)o1	96	0.6	-7	0.2	-2	-2	97	13	5
COc1ccc(N2C(=O)[C@@H]3[C@H](C2=O)[C@H]2c4ccccc4C=CN2[C@@H]3C(C)=O)cc1	92	1.0	-6	0.3	-1	0	96	-10	14
COc1ccc(Oc2c(C(F)(F)F)oc3cc(OCC(=O)O)ccc3c2=O)cc1	101	1.5	-4	-0.2	3	24	102	-6	-3
COc1ccc(NC(=O)c2c(NC(=O)CNCc3ccco3)sc3c2CCC3)c(OC)c1	94	-1.8	5	3.3	-5	24	95	-1	-13
O=[N+]([O-])c1cc([N+](=O)[O-])c(Oc2ccc(F)cc2)cc1NN1CCCCC1	103	-1.6	-9	-0.5	4	-30	98	-10	-11
CCOc1ccc(C(=O)Nc2ccc(C(=O)N3CCOCC3)cc2)c(OCC)c1	104	-0.2	4	0.5	2	25	104	-15	9
COc1cccc(C2NC(=O)CCC2[N+](=O)[O-])c1 (configuration not stated)	105	1.3	-10	-0.5	5	39	107	2	4
CC(=O)OC(C(=O)N1CCN(c2ccc(F)cc2)CC1)c1ccccc1 (configuration not stated)	100	0.6	-6	0.6	-3	-9	110	-8	16
CCCCn1nnnc1SCC(=O)c1cc(Cl)ccc1OC	104	-1.5	-4	0.0	7	9	105	4	6
COc1cccc(CNC(=O)CCC(=O)n2ncc3cc(C)ccc32)c1OC	101	0.7	.	0.3	-1	7	99	1	6
COc1ccc(C2C(C(=O)Nc3cccc(C)n3)CCC(=O)N2c2ccc(OC)cc2)cc1 (configuration not stated)	104	-0.8	2	0.7	16	1	108	-6	12
CN1/C(=C\C(=O)COC(=O)CNC(=O)c2ccccc2F)C(C)(C)c2ccccc21	107	1.1	0	6.9	-1	-9	97	6	42

Of the compounds above, these contain a halogen:
SMILES	MEKK3 PB1 HTS	OXTR agonist	GalR3 antag	V1aR counter	MEKK2mut PB1 HTS	PHOSPHO1 inh	MEKK2 WT-MEK5	GPR7 antag	NALP1 inh
CCOC(=O)c1cnc2c(C)c(Cl)ccc2c1Nc1ccc(S(=O)(=O)Nc2ncccn2)cc1	108	-0.6	.	0.0	0	5	104	-5	23
COC1CCN(C(=O)c2ccc3oc(Cc4ccc(Cl)cc4)nc3c2)CC1	93	4.3	-7	7.2	-2	50	98	-1	9
COc1cc(NCCC(=O)c2cccs2)c(OC)cc1Cl	101	-2.4	6	-1.0	1	-98	98	-3	9
CC(O)CNc1ncnc2cc(-c3ccc(F)cc3)sc12 (configuration not stated)	105	-1.8	-8	-1.5	8	23	109	3	11
CCCCC(=O)Nc1cccc(NC(=O)c2ccc(Br)o2)c1	94	0.4	-6	0.3	-4	-22	96	-4	2
O=C(c1ccc(Cl)cc1)c1nnc(-c2ccncc2)o1	96	0.6	-7	0.2	-2	-2	97	13	5
COc1ccc(Oc2c(C(F)(F)F)oc3cc(OCC(=O)O)ccc3c2=O)cc1	101	1.5	-4	-0.2	3	24	102	-6	-3
O=[N+]([O-])c1cc([N+](=O)[O-])c(Oc2ccc(F)cc2)cc1NN1CCCCC1	103	-1.6	-9	-0.5	4	-30	98	-10	-11
CC(=O)OC(C(=O)N1CCN(c2ccc(F)cc2)CC1)c1ccccc1 (configuration not stated)	100	0.6	-6	0.6	-3	-9	110	-8	16
CCCCn1nnnc1SCC(=O)c1cc(Cl)ccc1OC	104	-1.5	-4	0.0	7	9	105	4	6
CN1/C(=C\C(=O)COC(=O)CNC(=O)c2ccccc2F)C(C)(C)c2ccccc21	107	1.1	0	6.9	-1	-9	97	6	42

The results go on:
SMILES	MEKK3 PB1 HTS	OXTR agonist	GalR3 antag	V1aR counter	MEKK2mut PB1 HTS	PHOSPHO1 inh	MEKK2 WT-MEK5	GPR7 antag	NALP1 inh
O=S(=O)(Nc1ncnc2c1oc1ccccc12)c1ccc(Cl)s1	101	0.0	-3	0.2	2	9	100	.	-18
Cn1cc(C(=O)C(=O)N2CCN(c3ccccc3)CC2)c2ccccc21	83	-1.6	-2	0.0	-17	0	88	-3	2
CCOC(=O)N1CCN(C(=O)CNC(=O)C23CC4CC(CC(C4)C2)C3)CC1	96	0.1	0	1.4	-1	13	97	-11	-11
CCOC(=O)C1CCCN(c2cc(C)nc3cc(-c4ccc(F)cc4)nn23)C1 (configuration not stated)	106	-1.3	-5	-1.7	5	10	107	-2	7
Cc1ccc(OCC(O)CNCc2ccc(F)cc2)cc1 (configuration not stated)	106	7.2	-11	1.9	0	-24	109	4	14
N/C(=N/O)C(c1ccccc1)c1ccccc1	94	-0.2	-1	-0.1	-3	0	92	-3	1
[S-]c1nnc(-c2ccc(Br)cc2)n1-c1ccccc1.[Zn+2]	99	-0.5	-3	-0.5	3	-154	98	-4	-6
Cc1nn(C)c(Cl)c1C(=O)NCC(=O)Nc1ccc(C(C)C)cc1	101	-0.2	-4	1.5	-2	53	98	-18	22
CCn1c(=S)sc2c(=O)n(CC(=O)Nc3cccc(Br)c3)c(C)nc21	102	0.9	-9	3.1	8	50	103	-7	-5
CCCCCn1nc(C)c(/C=N/NC(=O)c2ccoc2C)c1C	109	2.0	-6	0.5	-1	-4	107	0	19
Cc1cccc2sc(NNC(=O)c3cc(-c4cccs4)nc4ccccc34)nc12	76	-1.3	-5	5.1	-9	-4	75	-5	31
COc1ccc(N2CCN(C(C)C(=O)N3CCCC3)CC2)cc1 (configuration not stated)	101	0.7	-4	-0.1	-2	28	101	0	-7
CCOC(=O)c1c(NC(=S)N2CCOCC2)sc2c1CCN(C(=O)OCC)C2	102	-1.7	-3	-0.8	1	31	101	-4	-6
COc1ccc2c(c1)-c1nc(NC(=O)c3cccs3)sc1CC2	107	-2.6	3	0.7	5	10	99	-3	16
COc1ccc(/C=N/n2cncn2)cc1Cn1cc([N+](=O)[O-])cn1	103	0.3	0	-1.0	0	-6	98	-6	-4
Cc1onc(-c2ccccc2)c1-c1n[nH]c(=S)n1-c1ccccc1Cl	102	-0.2	2	0.5	1	-36	99	-4	-2
O=c1[nH]c(C2CCN(S(=O)(=O)Cc3ccccc3)CC2)nc2c1nnn2Cc1cccc(Cl)c1	103	0.8	-9	0.6	1	36	101	4	4
COC(=O)c1sc(N)c(C(=O)OC)c1COC(=O)CNS(=O)(=O)c1ccc(C)cc1	96	-2.3	-8	1.1	-1	2	95	-10	1
c1ccc(-c2ccccc2OCCCN2CCOCC2)cc1	94	-1.1	-2	-0.4	-6	-24	99	0	16
Cc1cc(C)c(NC(=O)COC(=O)/C=C/c2cccc(C(F)(F)F)c2)c(C)c1	92	0.3	-5	-0.1	-3	-14	95	-7	24
CC(=O)N1CC2(NC(=O)c3ccccc3N2)c2ccccc21 (configuration not stated)	105	0.2	7	0.3	4	28	105	-4	8
COc1ccc(-c2cc(C)no2)cc1S(=O)(=O)N1CC(=O)Nc2ccccc21	97	1.7	0	0.6	1	26	97	3	-13
COc1ccc(C2OC(=O)CC2C(=O)NC(C)C)cc1 (configuration not stated)	100	3.0	-7	0.8	-1	18	100	-3	6
COc1cccc(-c2nc(CS(=O)(=O)CC(=O)Nc3ccc(F)cc3F)c(C)o2)c1	103	3.0	0	3.6	2	40	100	-1	2
Cc1ccc(C(=O)NCCCNC(=O)c2ccc(C)nc2)cc1	98	-0.5	-6	-0.3	0	32	97	3	7
SMILES	MEKK3 PB1 HTS	OXTR agonist	GalR3 antag	V1aR counter	MEKK2mut PB1 HTS	PHOSPHO1 inh	MEKK2 WT-MEK5	GPR7 antag	NALP1 inh
Cc1ccc(N2C(=O)CC(Sc3ccccc3C(=O)O)C2=O)c([N+](=O)[O-])c1 (configuration not stated)	104	0.2	-8	1.3	4	24	108	-10	4
CCc1nnc(NS(=O)(=O)c2ccc(NCc3cc(Cl)cc(Cl)c3O)cc2)s1	99	-0.3	2	-0.1	7	58	103	-19	12
CCOC(=O)c1nnn(-c2nonc2N)c1CN(C)C1CCCCC1	113	-1.2	-2	-0.3	9	10	108	-3	0
Clc1ccc2nc(N3CCN(c4ccccc4)CC3)sc2c1	98	-0.3	-4	0.0	1	-17	103	-1	-92
Oc1ccc(N2CCN(C(c3cccnc3)c3nnnn3Cc3ccccc3)CC2)cc1 (configuration not stated)	108	-1.5	-5	-0.1	6	17	109	2	6
O=C(Nc1ccccc1F)Oc1cccc(OC(=O)Nc2ccccc2F)c1	96	-2.5	-2	-1.2	-1	16	94	4	13
CCOP(=O)(OCC)C(Nc1ccc([N+](=O)[O-])cc1)c1ccc(Cl)cc1 (configuration not stated)	99	-1.1	-3	-0.7	-1	36	98	8	3
CCCCC(C(=O)NC(C)c1ccccc1)C(=O)NC(C)c1ccccc1 (configuration not stated)	105	-0.7	-8	1.0	6	33	106	-15	6
